Screens: PubChem, several laboratories
Insulin prom up: MIN6 insulin promoter up-regulation. AID 1625. z-score at 5 µM. 0.3% of 190,000 active. MIN6 insulin promoter-GFP reporter, high-content imaging; hits give high values;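 active = z-score above 3 at 5 µM with at least 500 cells counted in the well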
b-catenin transl: beta-catenin nuclear translocation modulation; HeLa beta-catenin nuclear translocation, immunofluorescence imaging; nuclear translocation activity, % at 5 µM; 0.3% of 190,000 active;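 active = nuclear translocation activity above 50% at 5 µM, with a well cell count of 50 or more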;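 note: per-cell ratio of nuclear to cytoplasmic median beta-catenin stain intensity; plate controls were DMSO negative control for no effect and GSK-3 inhibitor IX positive control for full effect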
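System: Human HeLa cells, endogenous beta-catenin | Compound dosing: 5 µM primary, 0.02–20 µM confirmation | Timing: 24 h compound exposure at 37°C, 5% CO2 | Measured by: Fluorescence imaging of beta-catenin antibody stain plus DAPI | Read-out basis: % activation of per-cell nuclear versus cytoplasmic median beta-catenin signal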
M17LAP inhibition: P. falciparum M17LAP inhibitors, primary screen, biochemical, fluorogenic H-Leu-NHMec substrate, 1536-well (AID 1619) | recombinant M17LAP, H-Leu-NHMec fluorogenic kinetic assay; higher % means a stronger effect | inhibition, % at 30 µM, or IC50 in µM where a hit was titrated | 0.38% of 220,000 active;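 active = compound inhibiting the enzyme by more than half at any dose during confirmatory dose-response retesting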;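 note: plate controls were full reaction with DMSO carrier for no effect and no enzyme background for full effect; strong numbers were not always called active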
ER stress rescue: protection against thapsigargin-triggered cell killing – 384-well, CSM14.1, ATP luminescence, primary screen (AID 1222); CSM14.1 thapsigargin-induced death rescue, ATP luminescence; higher % means a stronger effect; one-dose cellular ATP content (survival), % at 20 µM; EC50 in µM for titrated hits; 190,000 tested, under 10 active;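 active = EC50 below 50 µM in the dose-response confirmation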;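 note: death triggered by thapsigargin at about 15 µM added after 2 h compound pretreatment; cell ATP read after overnight thapsigargin exposure of roughly 18 to 22 hours; normalized against plate controls of thapsigargin alone and 5% DMSO vehicle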
MT stabilize HCS: microtubule stabilizers in HeLa cells | HeLa tubulin immunostaining HCS, 24 h; share of cells brighter than vehicle mean+2SD | % tubulin-high responders, % at 10 µM | 0.83% of 200,000 active;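 active = plate Z-score above 3 for both tubulin-high and condensed-nucleus cell shares, with cell loss under 80%, at 10 µM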;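 note: anti alpha tubulin signal scored within the nucleus-defined area of each cell; some results filed as inactive read as strong as hits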
M1AAP inhibition: malaria alanyl aminopeptidase activity blockers – biochemical, fluorogenic H-Leu-NHMec substrate, 1536-well (AID 1445). 0.42% of 220,000 active. inhibition, % at 30 µM, or IC50 in µM where a hit was titrated. recombinant M1AAP, H-Leu-NHMec fluorogenic kinetic assay; higher % means a stronger effect;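 active = primary inhibition above the hit cutoff, then over 50% inhibition at one or more dose response concentrations, cut at about 23% in these data, passing the limit was not always enough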;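 note: plate controls were DMSO full reaction for no effect and no enzyme background for full effect; strong numbers were not always called active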
Autophagy mod: autophagy modulation, high-content screen; MEF GFP-LC3 puncta imaging; test concentration mostly 10 µM; calls only at 10 µM (by protocol); 0.98% of 190,000 active;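 active = percentage of spot-positive cells more than 3 SD above its plate mean, without a fluorescence outlier flag or 80% toxicity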;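 note: spot-positive cell cutoff set from DMSO-treated cells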
Dynein cargo inh: dynein cargo transport inhibition; 3617.4 mouse cells, GR-EGFP nuclear translocation imaging; test concentration mostly 20 µM; stimulated with dexamethasone, 1 µM; hits give low values; z-score, hits read low; 0.47% of 220,000 active; AID 1381;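 active = plate z-score of nuclear minus cytoplasmic receptor signal below a set negative limit, without overly bright fluorescence or cell loss, cut at about -3.5 in these data, passing the limit was not always enough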;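 note: z-score of nuclear minus cytoplasmic ring GR-EGFP intensity difference per well; some compounds called inactive have numbers as strong as hits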
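Buffer or medium: tet-free medium with charcoal-stripped serum / Also added: dexamethasone agonist, 1.0 µM final, for 30 min / Timing: induction 48 h, compound 1 h, agonist 30 min / Measured by: high-content fluorescence imaging after fixation / Read-out: nuclear-to-cytoplasmic GR-EGFP distribution per well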
K1F lysis inhibition: protection from phage-mediated lysis, alamar blue read-out – E. coli UTI89, K1F phage, bacterial capsule biogenesis inhibitors (AID 488966); 0.02% of 340,000 active; E. coli UTI89 K1F phage lysis, alamar blue, 2 h; higher % means a stronger effect; inhibition, % at 100 µM, or IC50 in µM where a hit was titrated;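 active = phage lysis inhibition, versus mean bacterial control, above a set limit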;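 note: capsule biogenesis inhibitors block K1F phage lysis so surviving cells raise fluorescence; higher fluorescence means more inhibition of phage lysis; actives were called in the ten point dose series up to 300 µM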
Dynein cargo inh cytoplasmic EGFP: second read-out of Dynein cargo inh, no call of its own (marks repeat the call); z-score; measured here: cytoplasmic GR-EGFP intensity; hits give high values
Dynein cargo inh nuclear GR-EGFP: recorded beside Dynein cargo inh, whose call it bears; z-score; measured here: nuclear GR-EGFP intensity;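 lower value marks the stronger effect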
Dynein cargo inh cell count: second read-out of Dynein cargo inh, no call of its own (marks repeat the call); z-score; measured here: cell count per field
Insulin prom up cell count: recorded beside Insulin prom up, whose call it bears; cell count; measured here: cytotoxicity, nuclei count;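 total cells summed across four imaged fields per well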
b-catenin transl cell count 5 µM: recorded beside b-catenin transl, whose call it bears; cell count; measured here: cell count, cytotoxicity flag
MT stabilize HCS Hoechst-high %: second read-out of MT stabilize HCS, no call of its own (marks repeat the call); % Hoechst-high responders; measured here: nuclear condensation Hoechst responders;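 share of cells brighter than vehicle mean plus two SD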
MT stabilize HCS cytotoxicity %: recorded beside MT stabilize HCS, whose call it bears; toxicity, %; measured here: cytotoxicity by cell density;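 0% = mean cell density of plate MIN control wells and 100% = no cells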
Autophagy mod cell loss 18 h: recorded beside Autophagy mod, whose call it bears; toxicity, %; measured here: cell loss, nuclei count;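 cell loss after 18 h compound exposure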
* hit, by the source's call; i = inactive; / = no result given; [ ] = remark or other dose.

SMILES | Insulin prom up | Insulin prom up cell count | b-catenin transl | b-catenin transl cell count 5 µM | M17LAP inhibition | ER stress rescue | MT stabilize HCS | MT stabilize HCS Hoechst-high % | MT stabilize HCS cytotoxicity % | M1AAP inhibition | Autophagy mod | Autophagy mod cell loss 18 h | Dynein cargo inh | Dynein cargo inh cytoplasmic EGFP | Dynein cargo inh nuclear GR-EGFP | Dynein cargo inh cell count | K1F lysis inhibition
c1ccc2cc(CSCc3nc4ccccc4[nH]3)ccc2c1 | -0.4 | 1073 | -2.5 | 561 | 0% | -1.4% | 1.5 | 3.8 | 3.8 | -2% | i | -3 | -0.29 | -0.31 | -0.54 | 0.42 | i
COc1cccc(C(=O)Nc2ncc3c(n2)CC(C)CC3=O)c1 (stereo unspecified) | 0.31 | 1168 | -0.2 | 1005 | -11% | / | 2.8 | 2.1 | 2.5 | -2% | i | -9 | -0.086 | -0.16 | -0.16 | -0.29 | 0.0%
O=C(c1cc2ncc(Br)cn2n1)N1CCCCC1 | -0.46 | 1291 | / | / | -8% | -0.9% | 1.8 | 1.4 | 5.8 | -1% | i | 1 | -0.36 | -0.29 | -0.12 | 0.079 | 0.1%
CCS(=O)(=O)N1CCN(Cc2ccncc2)CC1 | 0.9 | 1227 | -0.4 | 957 | 5% | -1.4% | 5.1 | 2.2 | 4.8 | -7% | i | 6 | -0.58 | -0.21 | 0.017 | -0.058 | -0.8%
CCC1=C2CC[C@H]3C(=O)NC(=O)[C@H]3[C@H]2[C@@]2(Cc3ccccc3)C(=NCC(=O)OC)OC(=O)N2C1=O | -0.31 | 1106 | -0.8 | 1110 | 6% | / | / | / | / | 1% | / | / | 0.16 | -0.76 | 0.14 | 0.12 | -0.3%
Cc1nc(NCc2ccccn2)c2c3c(sc2n1)CCCC3 | -0.49 | 1456 | 1.3 | 1523 | 2% | 0.9% | 2.0 | 2.4 | 5.0 | 1% | i | 1 | 0.28 | -0.18 | 0.17 | -0.52 | 0.7%
C=CCC1(O)CC(c2ccco2)NC(c2ccco2)C1CCC (stereo unspecified) | / | / | / | / | 5% | -1.0% | 1.0 | 1.5 | 9.6 | 6% | i | -13 | -0.47 | -0.24 | 0.073 | 0.51 | 0.1%
COc1ccc(-c2nc3c(n2O)CCc2c-3no[n+]2[O-])cc1 | 0.66 | 1171 | -0.9 | 1258 | 26% | / | / | / | / | 4% | / | / | 0.34 | -0.2 | 1 | -1.2 | -0.7%[50 µM]
O=[N+]([O-])c1cc(C(F)(F)F)cc([N+](=O)[O-])c1NCCNC(=S)Nc1cccc(F)c1 | 0.88 | 1463 | -1.0 | 1103 | -5% | / | / | / | / | 7% | / | / | 0.07 | -0.27 | -0.19 | 0.55 | 0.8%
Cc1ccccc1OCC(=O)N/N=C/c1ccco1 | 0.51 | 1294 | 0.8 | 1296 | 7% | 0.8% | 3.8 | 1.8 | 1.6 | 6% | i | -6 | 3.3 | -0.18 | 2 | -1.2 | 0.7%
CC1CCCCC1NC(=O)C1CCN(C(=O)c2sccc2-n2cccc2)CC1 (stereo unspecified) | 0.19 | 1953 | -1.6 | 1123 | 0% | -2.3% | 3.6 | 2.3 | 12 | 6% | i | 11 | 0.8 | -0.18 | 0.54 | -0.29 | 0.0%
Cn1cccc1CNC1CCCC1 | -0.13 | 980 | -4.3 | 1204 | 7% | 0.6% | 2.1 | 1.3 | 7.2 | 12% | i | -16 | 0.00048 | 0.16 | 0.46 | 1.4 | 0.6%
O=C(CCC(=O)NNC(=O)Cc1ccccc1)NCc1ccccc1 | / | / | -1.7 | 1088 | 8% | 0.3% | 2.4 | 1.8 | 9.3 | -3% | i | -3 | -0.56 | -0.28 | -0.34 | 0.49 | /
COc1ccc2c(n1)Sc1nc3ccccc3nc1N2 | / | / | 2.7 | 1102 | 0% | / | / | / | / | 6% | / | / | -1.6 | 9.1 | 0.95 | 0.12 | 1.2%
NNC(=O)C1CC1c1ccccc1 (stereo unspecified) | 0.83 | 1309 | -0.8 | 1043 | 14% | -1.0% | 5.6 | 3.2 | 8.8 | -1% | i | 4 | -0.8 | -0.27 | -0.38 | 0.9 | 0.2%
CC(Sc1nncn1C)C(=O)Nc1ccc(Cl)cn1 (stereo unspecified) | -0.14 | 1521 | -0.7 | 1059 | 5% | -2.9% | 3.3 | 2.3 | 6.2 | -1% | i | -2 | 0.32 | -0.23 | 0.35 | 0.098 | 1.1%[50 µM]
Cc1[nH]c2ccccc2c1SCC(=O)NNC(=O)Nc1ccc(OC(F)(F)F)cc1 | 0.33 | 1352 | -0.7 | 1184 | 3% | / | / | / | / | 6% | / | / | -0.3 | -0.26 | -0.18 | 0.94 | 0.3%
CC(=O)N1CCc2c(sc(NC(=O)C3CC3)c2-c2nc3ccccc3s2)C1 | -1.6 | 1749 | 1.5 | 1054 | 11% | -4.7% | 5.7 | 5.2 | 6.3 | 19% | i | 24 | -0.3 | 0.19 | 0.25 | 0.43 | -1.6%
CS(=O)(=O)Cc1cc(Sc2ccccc2)nc(-c2ccncc2)n1 | -0.13 | 1080 | -2.0 | 1081 | 15% | 0.1% | 1.3 | 1.3 | 1.6 | 3% | i | -7 | 0.43 | -0.11 | 0.6 | -1.5 | -0.1%
CCn1c(COc2cccc(C)c2)nc2ccccc21 | 2.3 | 1236 | -3.6 | 603 | 3% | 6.1% | 3.2 | 2.3 | 0.5 | 0% | i | 1 | -0.27 | -0.26 | -0.16 | 0.064 | 0.2%
Cn1cc(CNC(=O)Nc2ccc3c(c2)OCO3)cn1 | -0.33 | 1859 | -0.7 | 1066 | 21% | -2.6% | 2.4 | 1.8 | 1.4 | 4% | i | 20 | 0.15 | -0.19 | -0.082 | 0.33 | 1.9%
Cc1cc(C)c2nc(NCCCNC(=S)NCCCN(C)C)c(C#N)cc2c1 | -2.2 | 841 | 29 | 901 | -8% | -1.0% | 29 | 5.8 | 6.0 | 3% | i | 47 | 3.4 | 4.7 | 3.6 | -5.3 | 7.3%
COC(=O)/C=C(\C)NC(=O)c1ccccc1Cl | 0.24 | 1219 | -1.0 | 893 | -4% | / | 4.4 | 4.4 | 4.6 | -6% | i | -18 | 0.43 | -0.3 | 0.04 | -0.2 | 1.5%
C/C(=N\NC(=O)CSCc1ccccc1Cl)c1cccc(NC(=O)c2ccccc2)c1 | / | / | -2.9 | 585 | -3% | 20% | 3.8 | 1.9 | 6.5 | 0% | i | -9 | -0.54 | -0.25 | 0.057 | -0.4 | 0.6%
COc1ccc(C(=O)CCNc2ccc(C)c(Cl)c2)cc1 | -0.62 | 1388 | 2.8 | 1030 | 12% | 3.1% | 2.7 | 2.1 | 9.6 | 0% | i | 3 | 0.29 | -0.22 | 0.066 | -1 | -0.2%
(listing goes on)
SMILES | Insulin prom up | Insulin prom up cell count | b-catenin transl | b-catenin transl cell count 5 µM | M17LAP inhibition | ER stress rescue | MT stabilize HCS | MT stabilize HCS Hoechst-high % | MT stabilize HCS cytotoxicity % | M1AAP inhibition | Autophagy mod | Autophagy mod cell loss 18 h | Dynein cargo inh | Dynein cargo inh cytoplasmic EGFP | Dynein cargo inh nuclear GR-EGFP | Dynein cargo inh cell count | K1F lysis inhibition
C=CCNC(=O)N[C@@H](CCSC)C(=O)OC | -0.11 | 956 | 0.1 | 1171 | 4% | -0.9% | 1.7 | 1.3 | 7.9 | 1% | i | -5 | -0.2 | -0.23 | -0.018 | 0.27 | 4.4%
Cc1ncoc1C(=O)Nc1ccccc1-c1ccccc1 | 0.57 | 1504 | 0.2 | 1406 | -9% | 0.4% | 2.1 | 1.9 | 0.9 | 1% | i | -5 | -0.71 | -0.31 | -0.14 | 0.39 | 5.3%
Cc1cc(C)n2c(SCCN3C(=O)c4ccccc4C3=O)nnc2n1 | 0.36 | 1129 | 5.6 | 1137 | / | 1.7% | 6.0 | 7.2 | 5.5 | / | / | / | 0.24 | -0.097 | 0.47 | -0.49 | 8.0%
CCOC(=O)c1cc(-c2ccc(N)cc2)sc1N | 0.15 | 1175 | / | / | 0% | / | 3.9 | 1.9 | 5.5 | 15% | i | 11 | -1.3 | -0.2 | -0.42 | 1.1 | 2.3%
COc1ccc(C(=O)Nc2cccnc2)cc1C(=O)Nc1cccnc1 | / | / | / | / | 13% | -2.3% | 1.4 | 2.4 | 13 | 8% | i | 21 | 0.12 | -0.26 | 0.52 | 0.49 | -4.2%
CC(C)[C@@H]1NC(=O)c2cc([N+](=O)[O-])cc(I)c2NCCC[C@@H](C(=O)NC(CC(=O)O)C(N)=O)NC(=O)[C@H](CO)NC1=O (stereo partly specified) | 0.58 | 1311 | / | / | 19% | -5.0% | 2.3 | 1.6 | 1.4 | -1% | i | -21 | 0.001 | -0.23 | 0.44 | 0.37 | 1.9%
CC(NC(=O)C1CCN(S(=O)(=O)N2CCCCCC2)CC1)c1ccccc1 (stereo unspecified) | -0.41 | 1136 | -1.7 | 779 | -2% | 0.4% | 4.4 | 2.2 | 8.3 | 7% | i | -13 | -0.099 | -0.31 | 0.11 | -0.51 | -1.1%
O=C(c1c(F)cccc1F)N1CCN=C1SCc1ccccc1 | -0.35 | 1171 | -0.9 | 1295 | 2% | / | / | / | / | 4% | / | / | -0.096 | 0.11 | 0.54 | -1.5 | -1.7%[50 µM]
CCc1ccc2c(CN3CCc4ccccc43)cc(=O)oc2c1 | -0.39 | 1333 | -0.3 | 1162 | -6% | -0.6% | 6.5 | 2.4 | 6.3 | 14% | i | 1 | -0.4 | -0.17 | -0.2 | 0.79 | -0.3%

Rows were taken by chance; 2.9% or so of the library scored in one or more.
